Compound activity from PubChem BioAssay.
M1 antag: human CHRM1 antagonism; actives 1.3% (n = 360,000); P11229; inhibition, % at 3 µM; CHO-K1 hM1, Fluo-8 calcium fluorescence, ACh EC80 antagonist;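 active = percent inhibition above its own plate's cutoff, namely the mean of that plate's compound wells plus 3 SD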;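 also: peak over basal fluorescence ratio during 140 s after agonist addition; 0% = ACh EC80 plus DMSO and 100% = DMSO alone without agonist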
Target sequence (P11229 whole entry, looked up): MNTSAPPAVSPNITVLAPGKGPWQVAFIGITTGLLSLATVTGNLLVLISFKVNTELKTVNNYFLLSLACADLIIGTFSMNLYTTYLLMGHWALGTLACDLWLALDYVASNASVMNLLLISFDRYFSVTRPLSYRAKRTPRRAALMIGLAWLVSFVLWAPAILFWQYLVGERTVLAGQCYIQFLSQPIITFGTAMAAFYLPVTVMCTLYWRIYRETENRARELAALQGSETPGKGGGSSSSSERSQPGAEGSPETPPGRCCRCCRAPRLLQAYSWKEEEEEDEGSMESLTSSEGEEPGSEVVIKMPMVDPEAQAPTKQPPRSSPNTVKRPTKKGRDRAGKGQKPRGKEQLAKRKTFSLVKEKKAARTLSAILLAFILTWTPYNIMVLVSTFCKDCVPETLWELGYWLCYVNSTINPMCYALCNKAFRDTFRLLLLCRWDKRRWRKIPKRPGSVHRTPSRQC
CHO-K1 Ca ag: nonselective activator or artifact in parental CHO-K1 cells; Fluo-8 calcium fluorescence; scaled to maximal ATP response, vehicle zero; activation, % at 3 µM; actives 0.48% (n = 360,000); AID 602248; in the data active = activation above about 15%;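 also: untransfected CHO-K1 host cells lacking M1 receptor as counterscreen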
CHRM1 agonist: activates human CHRM1 receptor. P11229. CHO-K1 hM1, Fluo-8 calcium fluorescence, agonist mode; 0% DMSO, 100% acetylcholine EC100. activation, % at 3 µM. actives 0.33% (n = 360,000). AID 588814;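 active = activation above the run's mean compound activation plus 3 SD, cut at about 16% in these data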;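 also: peak over basal fluorescence ratio within a 140 s kinetic read after compound addition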
TAAR1 ag: agonists of human TAAR1; activation, % at 3 µM; AID 624467; Q96RJ0; CHO RD-HGA16 TAAR1, Fluo-8 calcium fluorescence; vehicle wells 0%, saturating PEA agonist 100%; actives 0.99% (n = 360,000);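 active = activation above the mean activation of all test compounds in the run plus 3 SD, cut at about 38% in these data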
Target sequence (Q96RJ0 whole entry, looked up): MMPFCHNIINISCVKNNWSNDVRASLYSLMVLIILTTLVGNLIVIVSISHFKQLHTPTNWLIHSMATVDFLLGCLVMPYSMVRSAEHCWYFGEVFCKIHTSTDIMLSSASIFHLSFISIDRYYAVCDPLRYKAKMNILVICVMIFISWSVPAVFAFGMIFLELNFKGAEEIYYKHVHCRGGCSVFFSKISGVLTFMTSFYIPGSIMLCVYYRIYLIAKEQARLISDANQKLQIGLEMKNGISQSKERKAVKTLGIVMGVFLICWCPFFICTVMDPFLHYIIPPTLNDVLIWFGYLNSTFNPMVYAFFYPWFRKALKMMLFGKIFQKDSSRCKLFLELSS
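System: CHO-derived RD-HGA16 cells with stable Gα16 and human TAAR1. Times: 17-24 h plating, Fluo-8 75 min 37 °C, 30 min RT. Measured by: calcium-sensitive Fluo-8 signal, excitation 470-495, emission 515-575 nm. Read-out basis: % activation relative to PEA EC100 response. Control set: DMSO and PEA EC100. Repeats: no replicates (n 1).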
CHO-K1 Ca antag: counter-screen for M1 antagonists: effect in parental CHO-K1 cells | inhibition, % at 3 µM | actives 0.6% (n = 360,000) | ATP-induced calcium, Fluo-8 fluorescence;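 active = inhibition above a per-plate cutoff, the plate's mean sample inhibition plus 3 SD, cut at about 24% in these data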;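 also: 0% = DMSO plus EC80 ATP and 100% = DMSO alone without ATP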
M1 PAM parental: nonselective activator or artifact in parental CHO-K1 calcium assay; activation, % at 3 µM; ATP EC20, Fluo-8 calcium fluorescence; 0% at ATP EC20, 100% at ATP max; actives 0.02% (n = 360,000);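 active = activation above the run cutoff, the mean activation of all test compounds plus 3 SD, cut at about 40% in these data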;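 also: peak over basal fluorescence ratio in a 140 s read after ATP addition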
M1 PAM: positive allosteric modulators of human M1 muscarinic receptor | AID 588819 | P11229 | actives 0.088% (n = 360,000) | activation, % at 3 µM | CHO-K1 hM1, Fluo-8 calcium fluorescence, ACh EC20; 0% = ACh EC20, 100% = maximal ACh; in the data active = activation above about 19%, passing the limit was not always enough
TAAR1 antagonist: antagonists of human TAAR1. CHO RD-HGA16 TAAR1, Fluo-8 calcium fluorescence, antagonist. inhibition, % at 3 µM. actives 1.5% (n = 360,000);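 active = inhibition above a per-plate cutoff, the mean inhibition of test compounds on that plate plus 3 SD, cut at about 49% in these data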;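 also: 0% = DMSO plus EC80 beta-PEA response and 100% = DMSO alone without agonist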
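Material: CHO RD-HGA16 cells bearing hTAAR1; compound dosing: one-point dosing, 3 µM nominal final; schedule: dye loading 75 min at 37 °C, then 30 min room temperature; measured by: calcium fluorescence with Fluo-8; control set: vehicle and agonist controls; replication: n of 1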
CHO parental Ca: counter-screen for OX1R antagonists: effect in parental CHO cells; inhibition, % at 5.6 µM; AID 463079; parental CHO-K1, ATP-induced calcium, Fluo-8 fluorescence; actives 0.63% (n = 330,000);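 active = inhibition above that plate's mean sample inhibition plus 3 SD, cut at about 26% in these data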;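 also: 0% = ATP-challenged DMSO wells and 100% = DMSO wells without ATP; some compounds past the cut are filed as inactive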
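Assay system – parental CHO cells · Reagent – ATP stimulus · Detection – intracellular calcium via Fluo-8 no-wash fluorescent dye · Evaluation – percent inhibition of ATP-evoked calcium rise, normalized to controls · Controls – ATP wells versus no-ATP DMSO wells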
Starred values were filed as active, the others as inactive; . = no result given. A portion of the library; count on the stated rates, not on these rows.

SMILES	M1 antag	CHO-K1 Ca ag	CHRM1 agonist	TAAR1 ag	CHO-K1 Ca antag	M1 PAM parental	M1 PAM	TAAR1 antagonist	CHO parental Ca
CCC(=O)N1N=C(c2c(O)n(CCc3ccccc3)c(=O)[nH]c2=O)CC1c1ccc(OC)c(OC)c1 (stereo not given)	-9	0.5	-3	0	-8	17	10	8	-8
c1ccc(-c2ccncc2)cc1	-12	0.9	-3	3	-4	28	6	-30	6
c1cc2c(cc1[C@H]1OCC3C1CO[C@@H]3c1ccc3c(c1)OCO3)OCO2 (stereo not given in full)	-10	1.8	2	3	-6	6	3	13	1
c1ccc(C2CC3CC4(CCCC4)N2O3)cc1 (stereo not given)	-3	0.2	1	9	-7	6	17	3	-6
Cc1ccc(S(=O)(=O)N2Cc3cnnn3-c3ccccc3C2C#N)cc1 (stereo not given)	-15	0.7	1	4	-5	-9	14	13	.
CCC(C(=O)N1C[C@H]2C[C@@H](C1)c1cccc(=O)n1C2)c1ccccc1 (stereo not given in full)	-4	1.0	-3	1	3	-9	-2	-4	0
ON1C2CCCCC2N(O)C1c1ccccc1 (stereo not given)	-23	2.2	-1	5	-12	12	4	13	-5
C[C@H]1CC[C@@]2(C)[C@@H](CC[C@@H]3[C@@H]2CC[C@]2(C)[C@@H](O)CC[C@@H]32)C1	-6	1.3	-2	5	-11	14	7	-20	-2
CC(C)(C)c1ccc(O)c(N=Cc2c(O)ccc3ccccc23)c1	28	7.4	16	31	9	-19	-11	44	10
CC1CCC/C=C/C2CC(O)CC2C(O)/C=C/C(=O)O1 (stereo not given)	-18	1.3	-2	12	-4	12	1	-6	1
CN1CCN(C(=O)Cc2nc3ccccc3[nH]2)CC1	-1	0.7	-7	11	-9	10	-1	-21	-6
CN1CCC(OC(=O)C2c3ccccc3Oc3ccccc32)CC1	99*	0.9	-7	22	-18	23	-21	1	-9
COc1ccc(-c2nn(CCC#N)cc2C(=O)NCc2ccccc2)cc1	5	0.3	-3	0	-6	6	4	-18	-6
CC(N)Cc1cn(Cc2ccccc2)c2ccccc12 (stereo not given)	3	7.4	-1	32	-1	15	-4	9	-2
CC(=NCCCO)c1c(O)[nH]c(=O)[nH]c1=O	6	0.4	-1	0	-9	-1	3	-9	5
C[C@]12CC[C@@H](O)C[C@@H]1CC[C@@H]1[C@@H]2CC[C@]2(C)C(=O)[C@H](O)C[C@@H]12	-13	1.3	0	.	-6	21	7	.	.
COc1ccc2nc(-c3ccc(CN4CCC(n5c(=O)[nH]c6ccccc65)CC4)cc3)c(-c3ccccc3)nc2c1	.	1.3	.	0	-7	-3	.	37	.
Cc1cc(C)nc(N2Cc3ccccc3C2=N)n1	-6	0.6	-6	16	-13	22	6	7	-11
COc1ccc(Cn2c(O)c(C=NCCCn3ccnc3)c(=O)[nH]c2=O)cc1	-3	-0.2	-4	10	-2	7	3	-21	5
Cn1cccc1/C=C1\C(=O)NC(=O)N(Cc2ccco2)C1=O	-6	0.7	-5	6	5	7	12	18	.
COC(=O)c1c2[n+](cc3cc(OC)c(OC)cc13)CCc1cc(OC)c(OC)cc1-2	1	0.1	-7	4	-16	9	2	-4	3
O=C(COc1ccc(Cl)cc1)N(c1ccccc1Cl)C1CN2CCC1CC2 (stereo not given)	75*	1.8	-6	4	10	-12	-25	6	-8
Cc1cc(OCC(=O)NC(Cc2ccc(Cl)cc2)C(=O)O)c2c3c(c(=O)oc2c1)CCC3 (stereo not given)	-1	-0.3	-2	1	8	-6	4	-9	-4
O=C1C2CCCC1C(N1CCCC1)CC2 (stereo not given)	-10	1.5	-7	-1	-7	25	9	5	0
O=C(Cc1ccccc1)N1CCN(Cc2ccc(F)cc2)CC1	-5	0.9	-8	0	-16	18	4	-13	-20
CCc1nc2ccccc2c(=O)n1-c1ccccc1OC	-10	0.1	-4	-1	-5	9	9	-8	.
NC(Cc1ccc(F)cc1)c1csc(Nc2ncccn2)n1 (stereo not given)	-7	1.1	4	5	-12	7	2	-4	.
O=C1NCN(c2ccccc2)C12CCN(C(CCc1ccccc1)c1nnnn1C1CCCCC1)CC2 (stereo not given)	-3	1.2	-1	-1	-14	24	-4	12	.
O=C(Cn1ncn2c(cc3cc(F)ccc32)c1=O)N1CCC2(CC1)OCCO2	-13	1.2	-1	3	-6	3	6	-17	-4
O=C(CNS(=O)(=O)c1ccc(Br)s1)N1CCC2(CC1)OCCO2	-21	0.3	-3	8	-7	12	0	9	-3
CCOc1ccc2nc(N3CCC(C(=O)N4CCC5(CC4)OCCO5)CC3)sc2c1	10	1.0	-6	3	-6	19	-6	-20	-15
COc1ccc(CN2CCN(c3ccccc3)CC2)c(C)c1C	-5	0.4	-6	4	-15	16	-10	-16	-16
C[C@]12CCC3C(CC[C@H]4C[C@@H](O)CC[C@]34C)C1CC[C@@H]2O (stereo not given in full)	-16	0.4	4	9	-11	-15	17	3	-10
CCc1ccc(N2C(=O)NC(=O)/C(=C\c3cc(C)n(-c4cc(C(=O)O)cc(C(=O)O)c4)c3C)C2=O)cc1	-17	-0.3	1	1	-9	9	24	-12	-3
C=CC1CN2CCC1CC2c1[nH]c2ccccc2c1CCO (stereo not given)	5	3.1	-10	1	-3	12	-5	-11	-3
COc1ccc(OC)c(C(O)C(C)N)c1 (stereo not given)	-11	0.8	-4	4	-3	21	-8	1	2
CCN(CC)C(=O)c1ccc(NC(=S)NC(=O)CCc2ccccc2)cc1	-11	1.8	0	2	4	-18	8	-2	-19
O=[N+]([O-])c1ccc(N(CCO)CCO)c2c1no[n+]2[O-]	-10	3.4	-1	6	0	12	2	-1	.
C(#CCN1CCCCC1)COCc1ccccc1	16	2.4	-6	1	-3	10	-5	-13	0
CC12CCC(O)CC1CCC1C2CCC2(C)C(C3=CC(=O)OC3)CCC12O (stereo not given)	-12	1.0	-3	3	-9	-4	2	0	.
Cc1c(C)c2ccc(OCC(=O)N3CCC(C(=O)O)(c4ccccc4)CC3)c(C)c2oc1=O	21	0.3	-2	2	10	-17	-12	4	-13
C=C(COC(C)=O)CC1CC(O)[C@]2(C)OC3CC4OC5C[C@]6(C)O[C@]7(C)CCC8OC9C[C@]%10(C)OC%11C(C)=CC(=O)OC%11CC%10OC9C[C@@H](C)C8OC7CC6O[C@]5(C)C/C=C\C4OC3CC2O1 (stereo not given in full)	-1	0.8	-1	.	-6	15	6	.	.
Cc1cccc(CS(=O)(=O)Cc2ccc(C(=O)N3CCC4(CC3)OCCO4)o2)c1	-7	0.0	-3	4	10	6	7	-15	-16
CCOP(=O)(OCC)C(O)c1cccc([N+](=O)[O-])c1 (stereo not given)	-11	-0.6	-2	1	-17	8	7	-16	-14
Cc1cccc(C)c1-n1nnnc1C(c1cc2ccccc2o1)N1CCC(n2c(=O)[nH]c3ccccc32)CC1 (stereo not given)	6	0.6	-2	0	4	6	2	37	.

An excerpt of these results, with values under each structure:
Values run as follows: M1 antag, CHO-K1 Ca ag, CHRM1 agonist, TAAR1 ag, CHO-K1 Ca antag, M1 PAM parental, M1 PAM, TAAR1 antagonist, CHO parental Ca
c1ccc(C2CC3CC4(CCCC4)N2O3)cc1 (stereo not given)
→ -3, 0.2, 1, 9, -7, 6, 17, 3, -6
Cc1ccc(S(=O)(=O)N2Cc3cnnn3-c3ccccc3C2C#N)cc1 (stereo not given)
→ -15, 0.7, 1, 4, -5, -9, 14, 13, .
CCC(C(=O)N1C[C@H]2C[C@@H](C1)c1cccc(=O)n1C2)c1ccccc1 (stereo not given in full)
→ -4, 1.0, -3, 1, 3, -9, -2, -4, 0
ON1C2CCCCC2N(O)C1c1ccccc1 (stereo not given)
→ -23, 2.2, -1, 5, -12, 12, 4, 13, -5
C[C@H]1CC[C@@]2(C)[C@@H](CC[C@@H]3[C@@H]2CC[C@]2(C)[C@@H](O)CC[C@@H]32)C1
→ -6, 1.3, -2, 5, -11, 14, 7, -20, -2
CC(C)(C)c1ccc(O)c(N=Cc2c(O)ccc3ccccc23)c1
→ 28, 7.4, 16, 31, 9, -19, -11, 44, 10
CC1CCC/C=C/C2CC(O)CC2C(O)/C=C/C(=O)O1 (stereo not given)
→ -18, 1.3, -2, 12, -4, 12, 1, -6, 1
CN1CCN(C(=O)Cc2nc3ccccc3[nH]2)CC1
→ -1, 0.7, -7, 11, -9, 10, -1, -21, -6
CN1CCC(OC(=O)C2c3ccccc3Oc3ccccc32)CC1
→ 99*, 0.9, -7, 22, -18, 23, -21, 1, -9
COc1ccc(-c2nn(CCC#N)cc2C(=O)NCc2ccccc2)cc1
→ 5, 0.3, -3, 0, -6, 6, 4, -18, -6
CC(N)Cc1cn(Cc2ccccc2)c2ccccc12 (stereo not given)
→ 3, 7.4, -1, 32, -1, 15, -4, 9, -2
CC(=NCCCO)c1c(O)[nH]c(=O)[nH]c1=O
→ 6, 0.4, -1, 0, -9, -1, 3, -9, 5

(listing goes on)
SMILES	M1 antag	CHO-K1 Ca ag	CHRM1 agonist	TAAR1 ag	CHO-K1 Ca antag	M1 PAM parental	M1 PAM	TAAR1 antagonist	CHO parental Ca
COc1cccc(C2CC3C(=O)C=CC2N3Cc2ccccc2)c1 (stereo not given)	3	5.7	-2	0	4	-7	-3	11	0
O=[N+]([O-])c1cccc(CN2CCN(Cc3ccc(Br)cc3)CC2)c1	27*	5.9	-12	12	8	-4	-29	13	-16
O=C(COc1ccc(Cl)cc1)NCCc1cnc[nH]1	-18	0.7	-4	3	-14	15	21	-15	.
C[C@]12CCC3C(CC[C@H]4C[C@H](O)CC[C@]34C)C1C[C@@H](CCCCl)[C@@H]2O (stereo not given in full)	-3	11	4	13	2	13	-3	43	-19
O=C1NCN(c2ccccc2)C12CCN(C(c1nnnn1Cc1ccccc1)C1CC1)CC2 (stereo not given)	-11	4.7	-1	4	-11	4	-4	18	.
O=C(OC1CC2CCC(N2)C1C(=O)O)c1ccccc1 (stereo not given)	-5	0.5	-1	1	-24	20	5	2	0
C[N+](C)(C)CCc1ccc(O)cc1	-7	0.5	35*	1	-2	15	0	-7	-5
CCOC(=O)c1c(NC(NC(=O)CF)C(Cl)(Cl)Cl)sc2c1CCCC2 (stereo not given)	-7	0.5	-3	5	-11	11	2	4	-35
COc1ccc(/C=N/N=C(/N)N[N+](=O)[O-])c(OC)c1	-26	3.8	-4	6	-11	-1	10	-11	1
